ALDH1A1 block: ALDH1A1 (human) enzyme inhibition; P00352; Purified ALDH1A1, NADH fluorescence, propionaldehyde substrate; Potency, µM (titrated, usually from 75.3 µM), for inactives: at the highest dose activity, negative = inhibition, hits mostly inhibitors; hit rate 7.3% among 220,000; active means well fitted inhibition curve with a large enough effect, not every such curve was filed as active; inconclusive means small, poorly fitted or top-dose-only effect, or another doubt; inactive means no such curve, though single readings can be large or run the other way;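 further: plate controls were no enzyme wells and a reference inhibitor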
Target sequence (P00352 whole entry, looked up): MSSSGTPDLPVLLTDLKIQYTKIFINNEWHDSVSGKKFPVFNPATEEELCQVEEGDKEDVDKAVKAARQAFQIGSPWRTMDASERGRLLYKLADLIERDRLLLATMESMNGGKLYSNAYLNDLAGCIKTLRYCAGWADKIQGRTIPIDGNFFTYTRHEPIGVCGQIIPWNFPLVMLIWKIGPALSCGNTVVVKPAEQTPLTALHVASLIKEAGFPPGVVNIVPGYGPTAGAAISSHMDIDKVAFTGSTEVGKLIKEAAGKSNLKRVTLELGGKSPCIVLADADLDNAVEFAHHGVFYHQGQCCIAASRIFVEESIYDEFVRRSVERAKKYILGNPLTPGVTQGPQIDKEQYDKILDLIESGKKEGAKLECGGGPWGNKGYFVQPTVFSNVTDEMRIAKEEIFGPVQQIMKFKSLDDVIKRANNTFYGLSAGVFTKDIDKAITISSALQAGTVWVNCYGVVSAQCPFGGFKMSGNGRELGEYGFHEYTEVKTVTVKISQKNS
HTT cytoprotect: protects HTT-Q103 PC12 cells, measured by ATP | PC12 HTT-Q103 induced, cytoprotection, ATP luminescence, 40 h | Potency, µM (top dose mostly 56.4 µM), for the others: cytoprotection (ATP increase), actives largely listed as activators | hit rate 0.14% among 230,000 | AID 1471;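 further: % of control where 0% means no effect; nearly all actives have a fitted effect of over 45% in size; toxic huntingtin expression switched on by the ecdysone agonist tebufenozide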
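ATP quantification (ATPlite) reports survival of PC12 cells in which tebufenozide, 100 nM final, switches on Htt exon 1 with 103 glutamines linked to GFP; compounds are titrated.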
SMN2 splice enh: enhancers of SMN2 splice variant expression; HEK293 SMN2-luciferase splicing reporter, luminescence, 30-36 h; Potency, µM (titrated, usually from 46.1 µM), for inactives: at the highest dose activity change, positive = activation, usual class: activators; hit rate 2.8% among 210,000; AID 1458; further: % of control where 0% means no effect; nearly all actives have a fitted effect of over 55% in size
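qHTS luciferase splicing reporter: luminescence rises when SMN2 exon 7 is included in transfected HEK293 cells. Compound exposure lasted 30-36 h at 37C, with 4.5 mM final sodium butyrate as control, followed by a ONE-Glo read.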
Tau fluor counter: counter-screen for tau fibril formation inhibitors. tau K18 P301L Alexa594 fluorescence, heparin fibrillization. Potency, µM (doses to about 57.7 µM), for the others: top-dose activity change, negative = decrease. hit rate 0.93% among 280,000; further: on the % scale 0 is the no-effect control and ±100 the full control effect; nearly all actives have a fitted effect of over 55% in size
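Human tau K18 P301L (15 uM unlabeled, 0.24 uM Alexa 594-labeled) in 100 mM sodium acetate pH 7 with 20 uM heparin, 6 hr at 37 C. ThT 30 uM added, 1 hr ambient; Alexa 594 FP and total fluorescence read at 555/632 nm.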
Tau FP inhib: inhibitors of human tau fibril formation. P10636. K18 P301L tau heparin fibrillization, Alexa594 FP, 6 h. Potency, µM (highest dose often 57.7 µM), for inactives: at the highest dose activity, negative = inhibition, usual class: inhibitors. hit rate 0.39% among 280,000. AID 1468; further: on the % scale 0 is the no-effect control and ±100 the full control effect; nearly all actives have a fitted effect of over 55% in size
Target sequence (P10636 561-689 P618L limits assumed): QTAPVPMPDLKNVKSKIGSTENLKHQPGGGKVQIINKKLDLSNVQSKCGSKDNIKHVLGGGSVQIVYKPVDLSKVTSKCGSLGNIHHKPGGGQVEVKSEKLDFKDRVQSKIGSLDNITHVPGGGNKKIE
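Steps: dispense K18 P301L tau (15 uM plus 0.24 uM Alexa 594 tracer, final) in pH 7 sodium acetate; add compound; add heparin (20 uM final); incubate 6 hr, 37 C; add ThT (30 uM final); after 1 hr ambient, read FP.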
Tau fibril ThT: tau fibrillization inhibition (ThT binding). recombinant tau K18 P301L, heparin-induced fibrillization, ThT fluorescence. Potency, µM (doses to about 57.4 µM), inactives show top-dose activity, negative = inhibition, hits mostly inhibitors. hit rate 2.1% among 270,000; further: on the % scale 0 is the no-effect control and ±100 the full control effect; nearly all actives have a fitted effect of over 55% in size
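Using a mix of unlabeled (15 uM) and Alexa 594-labeled (0.24 uM) tau K18 P301L, heparin-triggered fibrillization over 6 hr at 37 C was scored by ThT fluorescence.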
HTT aggregate: reduces HttQ103-GFP aggregates in PC12 cells; PC12 HttQ103-GFP aggregates, Acumen cytometry, 40 h; Potency, µM (series often up to 46.1 µM), inactives show at the top dose activity change, negative = inhibition, hits mostly inhibitors; hit rate 1.1% among 220,000; AID 1688; further: on the % scale 0 is the no-effect control and ±100 the full control effect; nearly all actives have a fitted effect of over 60% in size
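Ecdysone-promoter PC12 model expressing HTT exon 1 Q103 fused to GFP, induced by tebufenozide at 100 nM final. Compounds titrated; aggregates sized 1–25 µm scored on a 488 nm laser cytometer.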
JMJD2E inh: inhibitors of human JMJD2E histone demethylase. JMJD2E catalytic domain, FDH-coupled NADH fluorescence (FDH is formaldehyde dehydrogenase). AID 2147. hit rate 1.6% among 230,000. Potency, µM (series often up to 57.1 µM), for the others: top-dose activity change, negative = inhibition, most hits filed as inhibitors; active means well fitted inhibition curve with a large enough effect, not every such curve was filed as active; inconclusive means small, poorly fitted or top-dose-only effect, or another doubt; inactive means no such curve, though single readings can be large or run the other way;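 further: 0% = wells with enzyme and -100% = buffer wells without enzyme; nearly all actives have a fitted effect of over 50% in size; many of its hits are not listed in these tables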
Target sequence (B2RXH2 1-337 limits assumed): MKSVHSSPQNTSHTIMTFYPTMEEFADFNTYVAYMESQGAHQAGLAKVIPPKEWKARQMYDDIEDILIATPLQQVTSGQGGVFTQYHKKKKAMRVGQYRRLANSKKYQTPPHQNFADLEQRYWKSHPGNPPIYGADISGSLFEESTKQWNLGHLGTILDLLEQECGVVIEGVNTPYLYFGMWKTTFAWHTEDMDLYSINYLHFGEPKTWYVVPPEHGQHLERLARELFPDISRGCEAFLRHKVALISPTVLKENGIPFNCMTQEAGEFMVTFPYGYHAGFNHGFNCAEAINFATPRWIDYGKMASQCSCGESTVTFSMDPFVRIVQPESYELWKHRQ
* = called active by the depositor; ? = inconclusive; nt = not tested or not shown; [ ] = dose if it differs, or a comment. Unless noted, the call rests on the fitted dose curve; in most records, active means well fitted curve in the direction sought with a large enough effect; inconclusive means small, poorly fitted or top-dose-only effect, or another doubt; inactive means no such curve, though single readings can be large; an effect the other way counts as inactive or inconclusive. Potency means the concentration at half of the fitted maximal effect.

SMILES	ALDH1A1 block	HTT cytoprotect	SMN2 splice enh	Tau fluor counter	Tau FP inhib	Tau fibril ThT	HTT aggregate	JMJD2E inh
O=C(CSc1nnnn1-c1ccccc1)NC(=O)NCc1ccco1	?	11.7%	-9.2%	-5.5%	-0.6%	-12.7%	2.4%	-2.1%
CCOC(=O)c1c(NC(=O)CC2SC(N)=NC2=O)sc2c1CCCC2 (stereo unspecified)	-9.3%	-25.9%	2.8%	-11.5%	0.7%	-14.3%	0.6%	1.8%
CN1CCN(c2ccc(NC(=O)c3ccccc3Br)cc2)CC1	0.7%	-30.5%	?	-0.4%	5.9%	-5.0%	-7.9%	3.1%
COc1ccc(CN(C(=O)CSc2nnc(-c3ccccc3F)o2)c2ccc(F)cc2)cc1	?	-11.4%[10 µM]	-19.0%	-17.7%	6.3%	-5.8%	-30.2%	3.6%
Oc1ccc(-c2csc(Nc3cccnc3)n2)cc1	?	-5.3%	nt	?	11.4%	15.8µM*	5.1%	-22.1%
N#Cc1c(C(F)(F)F)cc(C2CC2)nc1N1CCCC1	?	-21.8%	-4.2%	-14.0%	-12.6%	-15.2%	-3.1%	?
COc1ccc2[nH]cc(CCNC(=S)NC3CCCC3)c2c1	-11.7%	12.4%[10 µM]	-9.7%	-24.3%	13.2%	-15.3%	-12.6%	8.4%
Cc1cc(C)n(C(=O)CN2C(=O)COc3ccccc32)n1	3.0%	-5.1%	-1.1%	-12.0%	-3.4%	-2.3%	9.8%	-4.8%
COc1ccc2c(C)cc(SCC(=O)c3ccc4c(c3)OCO4)nc2c1	?	-47.2%[inhibitor]	-11.1%	?	-8.1%	-13.1%	-2.0%	?
CCNC(=O)NCc1c(C)c(C)n(Cc2ccccc2)c1-n1cccc1	?	0.3%	-5.6%	-7.6%	13.7%	-11.4%	9.9%	-11.1%
CN(C)S(=O)(=O)c1cccc(NC(=O)Cn2cnc3ccccc3c2=O)c1	-6.9%	-26.1%	-0.2%	-15.7%	-3.4%	-2.3%	-15.7%	2.4%
COc1cccc(C2/C(=C(/O)c3cnn(-c4ccccc4)c3C)C(=O)C(=O)N2CCN(C)C)c1 (stereo unspecified)	5.5%	3.1%[10 µM]	-2.5%	-9.5%	-2.5%	-9.7%	12.2%	-2.1%
Cc1ccc(C(OCC(O)CNC(C)c2ccccc2)c2ccccc2)cc1 (stereo unspecified)	-11.2%	-29.7%	-17.3%	-3.6%	8.0%	-11.5%	-29.1%	?
O=[N+]([O-])c1ccc(N/N=C2\CC3CC=CC23)cc1 (stereo unspecified)	?	-39.0%[inhibitor]	-3.7%	?	5.9%	14.1µM*	?	-3.9%
NS(=O)(=O)c1ccc(CCNC(=O)CSc2cccs2)cc1	?	-62.7%[inhibitor][10 µM]	nt	-9.6%	-5.0%	-3.3%	?	0.0%
CC1Cc2ccccc2N1C(=S)NC(=O)c1ccco1 (stereo unspecified)	22.4µM*	-23.4%	11.3%	-6.2%	-0.3%	-15.2%	-2.5%	3.7%
c1ccc(Oc2nc(NC3CCCCC3)c3[nH]cnc3n2)cc1	?	nt	nt	-8.6%	-0.8%	0.9%	nt	nt
CC(=O)Nc1cc(-c2ccccc2)ccc1O	-1.2%	-9.8%	6.7%	3.3%	6.0%	5.4%	-22.1%	?
COc1ccc(C(=O)NC(=S)N2CCNC(=O)C2)cc1Br	?	nt	2.8%	1.6%	-9.8%	-7.7%	nt	-3.7%
COc1ccc(N2C(=O)C(CN3CCN(C)CC3)C2c2ccccc2)cc1 (stereo unspecified)	-0.7%	-41.9%	-7.4%	5.4%	-3.0%	7.0%	-1.6%[9.22 µM]	-9.4%
CCOc1ccc(N2CC(C(=O)Nc3ccccc3F)CC2=O)cc1 (stereo unspecified)	11.4%	8.5%[10 µM]	-15.5%	-8.3%	2.0%	-8.0%	-1.9%	11.8%
Cc1ccc(C)c(NC2=NCC(=O)N2C2CCCCC2)c1	-4.1%	-6.3%[1.9 µM]	2.6%	-12.6%	4.0%	-8.1%	-4.7%	?
N/C(=N\OC(=O)CCc1ccccc1)c1cccc(Br)c1	12.1%	13.3%	-6.3%	-18.5%	-5.6%	-16.7%	-4.4%	-3.9%
Cc1nn(-c2ccccc2)c(Cl)c1/C=N/N1CCN(c2ccccn2)CC1	-2.6%	9.4%	-20.9%	-8.3%	1.7%	?	6.0%	0.0%
N#CC1=C(N)N(c2ccccc2)C(c2ccco2)C1(C#N)C#N (stereo unspecified)	?	-8.1%	15.0%	-21.1%	11.6%	-13.2%	-12.8%	?
CC1CCc2c(sc(NC(=O)C3CCCO3)c2C#N)C1 (stereo unspecified)	?	nt	11.2µM*	-4.8%	-6.5%	0.5%	3.5%	-3.3%
O=C(COc1cccc2ccccc12)NCc1cccnc1	-8.5%	-21.2%	3.6%	-5.7%	6.5%	-7.1%	-9.7%	-12.3%
Cc1ccc2c(=O)[nH]c(Nc3nc(C)cc(-c4ccccc4)n3)nc2c1	24.0%	-17.5%[10 µM]	nt	-18.1%	3.8%	?	8.7%[9.22 µM]	2.5%
O=C(Nc1ccccc1-c1nnc(SCc2ccc(Cl)cc2Cl)o1)c1ccccc1	?	0.6%[10 µM]	-13.9%	2.6%	-6.2%	9.0%	-16.2%	?
Cc1ccc(S(=O)(=O)NC(c2ccccc2)C(C)C(=O)n2nc(C)cc2C)cc1 (stereo unspecified)	?	13.5%	16.1%	-13.2%	-0.3%	-15.0%	-53.0%	3.6%
O=C(CCCC(=O)N(CC(=O)NC1CCCCC1)Cc1ccco1)Nc1ccccn1	-2.3%	5.5%[10 µM]	-20.5%	1.3%	-5.2%	2.3%	-14.5%	0.6%
CCn1c2ccccc2c2cc(NC(=O)c3cc(OC)cc(OC)c3)ccc21	?	-80.0%[inhibitor][10 µM]	?	?	3.7%	?	1.1%	?
COc1cccc(-c2cc(C(F)(F)F)nc(-n3cc(Cl)cn3)n2)c1	?	?	-42.0%	-2.7%	3.2%	-5.8%	8.3%[9.22 µM]	15.2%
CC(=O)NC(NC(=S)Nc1ccc(C)cc1C)C(Cl)(Cl)Cl (stereo unspecified)	nt	25.9%[10 µM]	nt	-10.6%	1.0%	nt	0.9%[9.22 µM]	-0.4%
O=C(COC(=O)c1ccco1)c1ccc2ccccc2c1	?	-0.3%	-14.6%	-28.1%	-1.6%	?	-25.7%	?
Cc1c2cnn(CC(=O)Nc3c(F)c(F)cc(F)c3F)c(=O)c2c(C)n1Cc1ccc(F)cc1	7.3%	nt	-9.3%	14.1%	-6.4%	13.3%	3.0%	?

Molecules listed so far with an NH in an aromatic ring (3):
SMILES	ALDH1A1 block	HTT cytoprotect	SMN2 splice enh	Tau fluor counter	Tau FP inhib	Tau fibril ThT	HTT aggregate	JMJD2E inh
COc1ccc2[nH]cc(CCNC(=S)NC3CCCC3)c2c1	-11.7%	12.4%[10 µM]	-9.7%	-24.3%	13.2%	-15.3%	-12.6%	8.4%
c1ccc(Oc2nc(NC3CCCCC3)c3[nH]cnc3n2)cc1	?	nt	nt	-8.6%	-0.8%	0.9%	nt	nt
Cc1ccc2c(=O)[nH]c(Nc3nc(C)cc(-c4ccccc4)n3)nc2c1	24.0%	-17.5%[10 µM]	nt	-18.1%	3.8%	?	8.7%[9.22 µM]	2.5%

Next section.
SMILES	ALDH1A1 block	HTT cytoprotect	SMN2 splice enh	Tau fluor counter	Tau FP inhib	Tau fibril ThT	HTT aggregate	JMJD2E inh
OCCN1CCN(c2cc(-c3ccccc3)c3ccccc3n2)CC1	?	nt	1.5%	-15.4%	-4.8%	-10.0%	9.5%	?
COc1cc2ccnc(Cc3cccc(OC)c3OC)c2cc1OC	-1.3%	11.1%[10 µM]	nt	-11.1%	-3.8%	-13.1%	-15.5%[9.22 µM]	-20.5%
COc1ccc(Nc2nc3ccccc3nc2NS(=O)(=O)c2ccc(Cl)cc2)cc1OC	nt	nt	-7.2%	?	?	?	nt	nt
CN1C(=O)c2ccccc2C(C(=O)O)C1c1cccc([N+](=O)[O-])c1 (stereo unspecified)	4.5%	-4.7%	nt	-5.2%	4.6%	1.8%	-6.0%	-4.3%
CCCc1cc(=O)n2c([nH]c3ccccc32)c1C#N	?	-102.0%[inhibitor]	-3.2%	-22.4%	9.6%	-27.7%	?	?
Cc1ccsc1/C=N/NC(=O)CSCc1ccc(Cl)cc1	-0.6%	-3.5%	0.6%	-28.9%	-9.2%	-14.9%	-7.1%	-2.7%
O=C(NC1CC2CCCC(C1)N2Cc1ccco1)NC12CC3CC(CC(C3)C1)C2 (stereo unspecified)	-6.4%	-29.1%	-4.3%	-7.4%	-2.1%	-5.4%	-2.4%	1.7%
COc1ccc(-c2cc(-c3ccccc3)nc(SCC(=O)Nc3nccs3)c2C#N)cc1	?	9.4%[10 µM]	nt	-26.6%	?	-1.0%	-5.7%	-19.8%
CCn1cc(/C=N/NC(=O)c2ccc3c(c2)OCO3)cn1	7.4%	4.2%[10 µM]	6.6%	1.6%	3.5%	-5.6%	-4.4%	-4.8%
Cc1cc2cc(CNC(=S)Nc3ccc(OC(F)F)cc3)ccc2[nH]1	-8.2%	nt	-21.0%	?	8.9%	-17.8%	1.6%	-2.7%
Cn1c(=O)c(/C=C/c2ccc(F)cc2)nc2ccccc21	?	1.3%[10 µM]	nt	-15.7%	-4.6%	?	-0.5%[9.22 µM]	?
CCN(CC)CCN(Cc1cc2ccc(C)cc2[nH]c1=O)C(=O)Nc1ccc(Cl)cc1	-1.3%	-8.3%[10 µM]	nt	10.1%[2.34 µM]	9.2%	-2.5%	-2.3%[9.22 µM]	2.7%
O=C(CSc1ncc(-c2ccccc2)nn1)NCc1ccco1	-3.4%	-1.9%	nt	-4.4%	-4.3%	-6.9%	?	4.6%

Ordered by the number under SMN2 splice enh (high to low): some entries from above
structure	SMN2 splice enh
CCn1cc(/C=N/NC(=O)c2ccc3c(c2)OCO3)cn1	6.6%
CCCc1cc(=O)n2c([nH]c3ccccc32)c1C#N	-3.2%
O=C(NC1CC2CCCC(C1)N2Cc1ccco1)NC12CC3CC(CC(C3)C1)C2 (stereo unspecified)	-4.3%

Screens: PubChem BioAssay, National Center for Advancing Translational Sciences (NCATS)

This is a subset; count on the stated rates, not on these rows.
